High-throughput results deposited in PubChem BioAssay by National Center for Advancing Translational Sciences (NCATS).
BAZ2B block: qHTS Assay for Inhibitors of BAZ2B; Bromodomain adjacent to zinc finger domain protein 2B (Homo sapiens), Q9UIF8; AlphaScreen BAZ2B-H3K14Ac peptide displacement; Potency, µM (top dose mostly 114 µM), inactives show at the top dose activity change, negative = inhibition, usual class: inhibitors; 360,000 tested, 4.4% active; also: % is scaled to controls: 0 for no effect and ±100 for the full control effect; nearly all actives have a fitted effect of over 60% in size
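Protein-peptide AlphaScreen: BAZ2B 50 nM, b-H3K14Ac 50 nM, 1x PBS pH 7.4 + 0.01% Tween-20. Preincubation 30 min RT; cpd 30 min RT (top 110 uM); beads 20 min RT, light-protected.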
Pol eta inh: qHTS for Inhibitors of Polymerase Eta; 390,000 tested, 1.2% active; recombinant Pol eta, fluorescent DNA replication assay; Potency, µM (doses to about 114 µM), inactives show at the highest dose activity change, negative = inhibition, usual class: inhibitors; AID 588591, 2011; also: % is scaled to controls: 0 for no effect and ±100 for the full control effect
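Pol eta (10 nM) was preincubated with compounds for 15 min at room temperature, after which fluorescent replication substrate (50 nM final) was added to start the reaction. Fluorescence was read kinetically at 0 and 10 min.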
G9a block: qHTS Assay for Inhibitors of Histone Lysine Methyltransferase G9a; Histone-lysine N-methyltransferase EHMT2 (Homo sapiens), Q96KQ7; G9a H3K9 monomethylation, AlphaScreen, 2 h; Potency, µM (doses to about 102 µM), for the others: top-dose activity, negative = inhibition, hits mostly inhibitors; 350,000 tested, 8.8% active; also: % is scaled to controls: 0 for no effect and ±100 for the full control effect; nearly all actives have a fitted effect of over 75% in size
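Using a bead-based AlphaScreen, monomethylated H3K9 product from 2 h room-temperature reactions (G9a 20 nM, peptide 500 nM, SAM 20 uM) was detected with 0.5 ug/mL rabbit anti-H3K9me1 antibody.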
BLM inh: qHTS Assay for Inhibitors of Bloom's syndrome helicase (BLM); RecQ-like DNA helicase BLM (Homo sapiens), P54132; recombinant BLM DNA unwinding, fluorescence dequenching; Potency, µM (series often up to 56.1 µM), without a hit: at the top dose activity change, negative = inhibition, most hits filed as inhibitors; 350,000 tested, 0.2% active;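 also: plate controls were vehicle for no effect and no enzyme for full effect; nearly all actives have a fitted effect of over 35% in size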
APE1 inh: qHTS Assay for Inhibitors of the Human Apurinic/apyrimidinic Endonuclease 1 (APE1); Potency, µM (titrated, usually from 65.8 µM), for the others: at the top dose activity change, negative = inhibition, most hits filed as inhibitors; 350,000 tested, 0.35% active; DNA repair nuclease/redox regulator APEX1 (Homo sapiens), P27695; recombinant APE1, TAMRA/BHQ-2 abasic DNA cleavage fluorescence;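 also: plate controls were vehicle for no effect and reference inhibitor for full effect; nearly all actives have a fitted effect of over 55% in size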
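Measures dequenching upon AP-site incision of a 5'-TAMRA/3'-BHQ-2 THF-containing duplex, 50 nM; human APE1 0.75 nM after 15 min room-temperature exposure to compound; kinetic three-point read at one-minute spacing.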
Apoferritin bind: qHTS Assay for Identification of Novel General Anesthetics; Ferritin light chain (Equus caballus), P02791; apoferritin/1-aminoanthracene competitive binding, fluorescence; Potency, µM (series often up to 77.5 µM), for the others: at the top dose activity change, negative = displacement, most hits filed as inhibitors; 350,000 tested, 0.074% active; AID 485281, 2010; also: % is scaled to controls: 0 for no effect and ±100 for the full control effect; nearly all actives have a fitted effect of over 20% in size
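Probe: 1-aminoanthracene (50% saturated, PBS). Protein: horse-spleen apoferritin, 10 uM. Incubation: 10 min, room temperature. Detection: 380 nm excitation, 535 nm emission. Analysis: normalized response, four-parameter Hill.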
POLB inh: qHTS Assay for Inhibitors of DNA Polymerase Beta | Pol beta primer extension/strand displacement, fluorescence kinetic | P06746 | 340,000 tested, 1.3% active | AID 485314, 2010 | Potency, µM (highest dose often 114 µM), inactives show at the top dose activity change, negative = inhibition, most hits filed as inhibitors; also: % is scaled to controls: 0 for no effect and ±100 for the full control effect
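Values derive from four-parameter Hill fits of normalized kinetic data: reads at 0 and 10 min following addition of 50 nM substrate to 10 nM Pol beta preincubated 15 min with compound.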
POLK inh: qHTS for Inhibitors of Polymerase Kappa | purified Pol kappa, fluorescent DNA synthesis assay, 10 min | DNA polymerase kappa (Homo sapiens), Q9UBT6 | Potency, µM (series often up to 107 µM), for inactives: at the highest dose activity, negative = inhibition, actives largely listed as inhibitors | 400,000 tested, 0.53% active; also: % is scaled to controls: 0 for no effect and ±100 for the full control effect
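Enzyme at 10 nM met test compounds for 15 min at room temperature. Substrate addition (50 nM final) began the reaction, which was monitored by fluorescence at 0 and 10 min.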
POLI inh: qHTS for Inhibitors of Polymerase Iota; DNA polymerase iota (Homo sapiens), Q9UNA4; Pol iota fluorescent replication assay, 10 min; Potency, µM (titrated, usually from 115 µM), inactives show at the highest dose activity, negative = inhibition, most hits filed as inhibitors; 390,000 tested, 1% active; AID 588590, 2011
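Fluorescent replication assay read twice, at 0 min and 10 min after adding 50 nM (final) substrate. Enzyme (10 nM) and compounds were first incubated 15 min at room temperature; enzyme-free buffer wells were negative controls.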
Starred values were filed as active, the others as inactive; ? = inconclusive; . = no result given; [ ] = remark or other dose. Calls follow the shape of the dose curve; as a rule, active = well fitted curve in the direction sought with a large enough effect; inconclusive = small, poorly fitted or top-dose-only effect, or another doubt; inactive = no such curve, though single readings can be large; an effect the other way counts as inactive or inconclusive. Potency is read from the fitted curve at half-maximal effect.

Second line of a record: BAZ2B block | Pol eta inh | G9a block | BLM inh | APE1 inh | Apoferritin bind | POLB inh | POLK inh | POLI inh
1) CCSc1nc2sc3c(c2c(=O)n1-c1ccccc1)CCN(C(C)C)C3
    -2% | -5% | ? | 2% | -8% | -17% | 37% | -18% | -7%
2) COC(=O)N/N=C1\CCCc2c(C)cc(C)cc21
    -1% | -11% | 14% | -1% | 0% | ? | 5% | -9% | 94%[activator]
3) COc1ccc(NC(=O)c2c(C)oc3ccc(O)c(CN4CCCCCC4)c23)cc1
    -27% | -12% | -10%[59 µM] | -5% | . | -6% | 10% | 15% | 7%
4) CCN(CC)S(=O)(=O)c1cc(C(=O)O)c(Cl)cc1Cl
    -8% | -12% | ? | -2% | 4% | 1% | -6% | -12% | -10%
5) O=C(/C=C/c1cccc(F)c1)N1CCc2ccccc21
    1% | -12% | 15%[59 µM] | 1% | 3% | 1% | 56% | 3% | -17%
6) Fc1ccc(-c2cc(C(F)(F)F)nc(-n3cncn3)n2)cc1
    -2% | -22% | 23%[59 µM] | 1% | 9% | -8% | 7% | -2% | 26%
7) COc1ccc(NC(=O)C2CCN(S(=O)(=O)c3c(C)noc3/C=C/N(C)C)CC2)cc1
    -21% | -15% | 25% | 1% | 29% | -15% | 91% | 5% | 5%
8) O=C(Nc1ccc(C(=O)OCc2cc(=O)n3ccsc3n2)cc1)c1cccc(F)c1
    -9% | -17% | 6%[12.7 µM] | -5% | . | -9% | -17% | -7%[60.1 µM] | 17%
9) O=C(/C=C/c1ccc(Cl)cc1)N1CCC(c2nc3ccccc3o2)CC1
    ? | -22% | 3%[59 µM] | 0% | . | -14% | 1% | 6% | 30%
10) O=C(CSc1ncnc2ccccc12)Nc1cccc(S(=O)(=O)N2CCCC2)c1
    -15% | -6% | -33% | -3% | -8% | -22% | ? | -8% | -15%
11) CC(Oc1ccc(Cl)cc1Cl)c1nc(-c2ccc(NC(=O)c3ccco3)cc2)no1 (configuration not stated)
    -1% | -22% | 11% | -10% | 3% | -14% | -1% | 3% | 0%
12) O=C(Nc1ccccn1)c1ccc2nc(-c3ccccc3)c(-c3ccccc3)nc2c1
    -20% | . | ? | -2% | 4% | -10% | 10% | . | .
13) CCOc1ccc(NC(=O)CN(C)S(=O)(=O)c2ccc3c(c2)CCC(=O)N3)cc1
    -25% | -15% | 22% | 0% | 1% | -1% | 3% | 9% | -1%
14) CCCn1c(C(O)c2ccc3c(c2)OCO3)nc2ccccc21 (configuration not stated)
    2% | -8% | 2%[59 µM] | -8% | -3% | -10% | -1% | -4% | 38%[activator]
15) COc1cc(OC)cc(-c2cc(N)n(S(=O)(=O)Cc3ccccc3)n2)c1
    -2% | -28% | 1% | -12% | -11% | 2% | 15% | -4% | 37%[activator]

Next part, starting with the last 6 of the part before.
Second line of a record: BAZ2B block | Pol eta inh | G9a block | BLM inh | APE1 inh | Apoferritin bind | POLB inh | POLK inh | POLI inh
10) O=C(CSc1ncnc2ccccc12)Nc1cccc(S(=O)(=O)N2CCCC2)c1
    -15% | -6% | -33% | -3% | -8% | -22% | ? | -8% | -15%
11) CC(Oc1ccc(Cl)cc1Cl)c1nc(-c2ccc(NC(=O)c3ccco3)cc2)no1 (configuration not stated)
    -1% | -22% | 11% | -10% | 3% | -14% | -1% | 3% | 0%
12) O=C(Nc1ccccn1)c1ccc2nc(-c3ccccc3)c(-c3ccccc3)nc2c1
    -20% | . | ? | -2% | 4% | -10% | 10% | . | .
13) CCOc1ccc(NC(=O)CN(C)S(=O)(=O)c2ccc3c(c2)CCC(=O)N3)cc1
    -25% | -15% | 22% | 0% | 1% | -1% | 3% | 9% | -1%
14) CCCn1c(C(O)c2ccc3c(c2)OCO3)nc2ccccc21 (configuration not stated)
    2% | -8% | 2%[59 µM] | -8% | -3% | -10% | -1% | -4% | 38%[activator]
15) COc1cc(OC)cc(-c2cc(N)n(S(=O)(=O)Cc3ccccc3)n2)c1
    -2% | -28% | 1% | -12% | -11% | 2% | 15% | -4% | 37%[activator]
16) Cc1ccc(C)c(C(=O)C(C)OC(=O)c2cccn2C)c1 (configuration not stated)
    2% | -24% | 3% | -2% | 0% | ? | 19% | -9% | 7%
17) O=C(COC(=O)CCc1c[nH]c(=O)[nH]1)Nc1ccccc1
    14% | 0% | ? | 0% | -1% | -8% | 46% | -14% | 19%
18) C#CCOCCOCCOCCNc1nc(N2CCOCC2)nc(N2CCN(C(=O)Cn3cc(CCCN=C(N)N)nn3)CC2)n1
    -2% | 1% | ? | 0% | ? | 0% | -6% | 2% | -16%
19) COc1ccc(N/C=C2/CCCCC2=O)cc1
    -9% | ? | ? | 1% | 1% | 6% | 6% | -9% | 15%
20) CCC(CC)C(=O)NCCc1cc2ccc(OC)cc2[nH]c1=O
    11% | -3% | 13% | -2% | 1% | -11% | 0% | -2% | 23%
21) CCN(CC(=O)Nc1ccccc1C(F)(F)F)C(=O)c1oc2c(Cl)cccc2c1C
    2% | -10% | -46% | . | -4% | . | . | -7% | -3%
22) COc1ccccc1C1CCN(Cc2cccc3ccccc23)CC1
    -7% | -5% | 1% | -1% | 31% | 3% | -1% | -7% | 71%[activator]
23) CC(=O)N1CCOc2ccc(S(=O)(=O)N3CCC(C)CC3)cc21
    ? | 7% | 4% | 0% | -1% | 6% | 22% | 0% | 11%

A portion of the library, so the mix of outcomes need not match the whole.
